# Lamin A splicing – changes lamin A minigene splicing in HeLa cells; HeLa LMNA splicing GFP/RFP minigene ratio, 48 h; Potency, µM (titrated, usually from 46.1 µM), for the others: at the top dose ratio change, negative = inhibition, most hits filed as inhibitors; actives 0.01% (n = 200,000); active = well fitted inhibition curve with a large enough effect in the signal ratio, with a control signal flat, not every such curve was filed as active; inconclusive = small, poorly fitted or top-dose-only effect, or effect the other way, or a change in a side signal; the % refers to the signal ratio
#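 S3 HeLa cells stably expressing lamin A-EGFP splicing minigene plus DsRed2, 600 cells/well, 48 h compound exposure at 37C. Laser-scanning cytometry; analysed as GFP (500-530 nm)/RFP (575-640 nm) total intensity ratio; 0.5% DMSO vehicle.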
# * marks the source's active call; other numbers are inactive results; u = inconclusive; [ ] = dose if it differs, or a comment. % is scaled to controls: 0 for no effect and ±100 for the full control effect; potency is read from the fitted curve at half-maximal effect. An excerpt; rates above refer to the full screens.
Lamin A splicing,molecule
u,COc1cc(C(=O)NCc2ccc3c(c2)CCN3C(=O)c2ccncc2)cc(OC)c1OC
u,COc1ccc(C)cc1NC(=O)c1oc2ccc(S(=O)(=O)N3CCC4(CC3)OCCO4)cc2c1C
-16.7%[46 µM],CCOC(=O)c1c(C)oc2ncnc(N3CCN(c4ccccc4OC)CC3)c12
-13.9%[46 µM],Cc1ccc(Nc2ncnc3onc(C)c23)cc1Cl
u,Cc1nc(SCc2cc(=O)c3cccc(F)c3[nH]2)n[nH]1
u,CCN(CC)c1ccc(NC(=O)c2sc3nc(-c4ccccc4)cn3c2C)cc1
-4.0%[46 µM],Cc1ccc(CNC(=O)c2ccc(CS(=O)(=O)Cc3ccc(F)cc3)o2)cc1
-1.0%[46 µM],CCN(CC)CCCNC(=O)CN1N=C(c2ccccc2)CCC1=O

# Additional structures:
Lamin A splicing,molecule
u,O=C(NCC(c1ccc2c(c1)OCO2)N1CCN(c2ccccc2)CC1)c1ccccc1 (stereo not given)
u,COc1cc(OC)c(NC(=O)CCn2cnc3onc(-c4ccc(F)cc4)c3c2=O)cc1Cl
u,Cc1n[nH]c(C)c1CCc1nc2c3ccccc3nc(SCC(=O)Nc3ccc(F)cc3)n2n1
u,COc1ccc(NC(=O)c2c(NCc3sccc3C)sc3c2CCCCC3)c(OC)c1
-16.2%[46 µM],Cc1csc2nc(-c3cccc(NC(=O)c4cccc(F)c4)c3)cn12
0.7%[46 µM],Fc1ccccc1N1CCN(c2ncc3c(n2)CCN(Cc2cc(Br)cs2)C3)CC1
-17.3%[46 µM],CCOC(=O)C1CCC(CN(Cc2ccc(Cl)cc2)S(=O)(=O)c2ccc(Br)cc2)CC1 (stereo not given)
-8.4%[46 µM],CCCCNS(=O)(=O)c1ccc(N2CCCCS2(=O)=O)cc1

# More entries
Lamin A splicing,molecule
u,CC(=O)c1ccc(C(=O)N(Cc2cccnc2)c2nc3c(C)c(C)ccc3s2)cc1
u,CCOc1ccc(NC(=O)c2ccc(F)c(S(=O)(=O)N(CC)Cc3ccccc3)c2)cc1
u,COc1ccc(-c2noc(N3CCC(C(=O)N4CCN(c5ccccc5OC)CC4)CC3)n2)cc1
u,COc1ccc(C(=O)NC(c2ccc(Cl)cc2)c2cc(Cl)c3cccnc3c2O)cc1 (stereo not given)
-18.4%[46 µM],COc1ccccc1N1CCN(C(=O)C(CCSC)NS(=O)(=O)c2ccc3c(c2)oc(=O)n3C)CC1 (stereo not given)
u,COc1ccccc1C(=O)Nc1nnc(SCc2cc(=O)c3cc(Cl)ccc3[nH]2)s1
25.3%[46 µM],CCOc1ccc(CC(=O)NCCc2sc(-c3cccc(F)c3)nc2C)cc1
21.8%[46 µM],COCCCNC(=O)c1ccc2nc(CCc3ccccc3)oc2c1

# (list continues)
Lamin A splicing,molecule
-4.6%[46 µM],O=C1C(c2cccc(Br)c2)N(CCc2ccccc2)C(=O)CN1C1CCCCC1 (stereo not given)
u,O=C(CSc1nc(=O)[nH]c2c1CCCC2)NCc1ccc(Cl)cc1
8.5%[46 µM],CCOC(=O)c1[nH]c(C)c(CCC(=O)N2CCN(c3ccc(OC)cc3)CC2)c1C
10.6%[46 µM],CC(C)(C)C(=O)Nc1nnc2n1CCS2
-2.9%[46 µM],COc1ccc(-c2nc3n(n2)C(c2ccc(OC)c(OC)c2)C(C(=O)Nc2cccnc2)=C(C)N3)cc1 (stereo not given)
-11.3%[46 µM],CCc1ccc(NC(=O)CSc2nccn2-c2ccc(F)cc2)cc1
6.4%[46 µM],Cc1nn2c(=O)cc(COC(=O)c3ccc(NC(=O)COc4ccccc4F)cc3)nc2s1
0.1%[46 µM],Cc1ccccc1NC(=O)CSc1c(C(C)C)cnc2c1c(=O)n(C)c(=O)n2C

# 2 entries from above, reformatted.
Cc1nn2c(=O)cc(COC(=O)c3ccc(NC(=O)COc4ccccc4F)cc3)nc2s1
  Lamin A splicing = 6.4%[46 µM]
Cc1ccccc1NC(=O)CSc1c(C(C)C)cnc2c1c(=O)n(C)c(=O)n2C
  Lamin A splicing = 0.1%[46 µM]

# (cont.)
Lamin A splicing,molecule
7.7%[46 µM],CCc1nnc(NC(=O)CSc2nccn2Cc2ccc(C)cc2)s1
12.6%[46 µM],Cc1ccc(-n2nc(C)c3c(C(=O)NCc4ccccc4)cc(C4CC4)nc32)cc1
0.3%[46 µM],COc1cc(NC(=O)Cc2c(C(=O)O)c(C)cn2C)cc(OC)c1
u,CCOc1ccc(C(=O)Nc2ccccc2OCc2cc(=O)n3ccccc3n2)cc1
-12.3%[46 µM],CCOC(=O)c1cc(-c2ccccc2)n(-c2cccc(C(=O)Nc3cccc(C)c3)c2)c1C
18.3%[46 µM],COc1ccc(N(Cc2nnc3n2CCCCC3)C(=O)Nc2cccc(C)c2)cc1Cl
-3.2%[46 µM],CCC(C)NC(=O)Cn1c(=O)ccc2cc(S(=O)(=O)N3CCCC3)ccc21 (stereo not given)
19.0%[46 µM],COc1ccc(OC)c(S(=O)(=O)NCCc2sc(-c3cccnc3)nc2C)c1

# (more compounds)
Lamin A splicing,molecule
4.1%[46 µM],Cc1ccc(C(c2c(O)cc(C)n(Cc3ccco3)c2=O)N2CCC(C)CC2)cc1 (stereo not given)
7.9%[46 µM],Cc1ccc(C2=CC(c3c(F)cccc3Cl)n3ncnc3N2)cc1C (stereo not given)
14.0%[46 µM],O=C(Cn1c(=O)oc2cc(S(=O)(=O)NCc3ccccc3)ccc21)Nc1ccc(F)c(Cl)c1
4.8%[46 µM],CCOc1ccc(CCNc2ncnc3onc(-c4ccc(Cl)cc4)c23)cc1
3.3%[46 µM],CC(=O)c1ccc(NC(=O)CN(C)S(=O)(=O)c2cc3c(cc2Cl)NC(=O)CO3)cc1
12.8%[46 µM],COc1ccc(CNC(=O)Cn2c(=O)n3nc(-c4ccc(OC)cc4)nc3c3ccccc32)cc1
-1.9%[46 µM],COc1ccccc1Cn1c(CNS(=O)(=O)c2ccc(Cl)s2)nc2cccnc21
5.7%[46 µM],N#Cc1ccccc1NC(=O)c1cnc(N2CCOCC2)c2ccccc12

# The list continues.
Lamin A splicing,molecule
6.3%[46 µM],Cn1nnc2c(N3CCN(c4cccc(C(F)(F)F)c4)CC3)ncnc21
u,Cc1ccc(C)c(Cn2c(=O)cc(C)c3c(C)nn(C)c32)c1
-7.4%[46 µM],O=C(O)c1ccc2oc(=O)n(Cc3ccccc3)c2c1
4.4%[46 µM],COc1ccccc1C(=O)Nc1ccc(OCc2cc(=O)n3cccc(C)c3n2)cc1
u,CC(C)c1ccc(NC(=O)CSC2=Nc3ccccc3C3=NC(CCC(=O)NCc4ccc(F)cc4)C(=O)N23)cc1 (stereo not given)
u,Cc1nc2ccccc2n1CCc1nc2c3ccccc3nc(SCC(=O)Nc3cccc(C(F)(F)F)c3)n2n1
u,Cc1ccc(Cc2nc3ccccc3nc2SCC(=O)N2CCC(C)CC2)cc1
-15.1%[46 µM],Clc1cccc(-n2ncc3c(Nc4ccc5c(c4)OCCO5)ncnc32)c1

# Next part:
Lamin A splicing,molecule
4.3%[46 µM],CN(C)c1ccc(NC(=O)CSC2=Nc3ccccc3C3=NC(CC(=O)NCc4ccc5c(c4)OCO5)C(=O)N23)cc1 (stereo not given)
-19.3%[46 µM],Cc1ccccc1OCC(=O)Nc1cccc(C(=O)OCc2cc(=O)n3c(C)csc3n2)c1
0.7%[46 µM],COc1ccc(C)cc1NS(=O)(=O)c1c(C(=O)N2CCC(C)CC2)c(C)n(C)c1C
1.9%[46 µM],CCOc1ccc(NC(=O)c2c(Nc3ccc(OC)cc3OC)sc(C(=O)c3ccc(Cl)cc3)c2N)cc1
20.9%[46 µM],COc1ccc2c(c1)CC(C(=O)Nc1ccc(OC)cc1OC)CO2 (stereo not given)
12.9%[46 µM],CCOC(=O)c1cc(-c2ccccc2)n(CC(=O)NCc2ccccc2OC)c1C
-0.7%[46 µM],Cn1cnc(S(=O)(=O)N2CCC(C(=O)Nc3ccc(Cl)c(C(F)(F)F)c3)CC2)c1
-23.8%[46 µM],CC(=O)c1cccc(NS(=O)(=O)c2ccc3[nH]c4c(c3c2)CCCCC4)c1

# Reprinted from the part before: two compounds; new compounds follow.
Lamin A splicing,molecule
-0.7%[46 µM],Cn1cnc(S(=O)(=O)N2CCC(C(=O)Nc3ccc(Cl)c(C(F)(F)F)c3)CC2)c1
-23.8%[46 µM],CC(=O)c1cccc(NS(=O)(=O)c2ccc3[nH]c4c(c3c2)CCCCC4)c1
-13.5%[46 µM],CC(=O)Nc1ccc(Nc2ncnc3sc4c(c23)CCCC4)cc1
u,COc1ccc(CCNC(=O)Cn2nnc(-c3ccc(Cl)cc3)n2)cc1OC
17.4%[46 µM],Cc1ccc(NC(=O)N2CCC(N3CCN(Cc4ccccc4)C(=O)C3=O)CC2)cc1Cl
19.1%[46 µM],Cc1c(Cl)cccc1NC(=O)c1ccc2nc(C(C)C)oc2c1
8.3%[46 µM],Cc1ccc(CNC(=O)C2CCN(S(=O)(=O)c3cn(C)cn3)CC2)cc1
-4.5%[46 µM],COC(=O)c1ccccc1NC(=O)c1cc(CN2CCCC2)on1
-24.7%[46 µM],Cc1ccc(-n2ncc3c(NCCO)ncnc32)cc1Cl
-1.7%[46 µM],Cc1ccc(CNC(=O)CSCc2ccccc2C)cc1

# Next part
Lamin A splicing,molecule
9.6%[46 µM],CCOC(=O)c1ccc(Nc2c(-c3ccc(OC)cc3)nc3nc[nH]n23)cc1
u,COc1ccc(CCC(=O)NCc2ccc3c(c2)CCN3C(=O)c2ccccc2)cc1
u,CCc1nn2c(=O)cc(COC(=O)c3ccc(NC(=O)COc4ccccc4C)cc3)nc2s1
-18.6%[46 µM],CCOC(=O)C1CCN(C(c2ccc(OCC)cc2)c2c(O)cc(C)n(CCOC)c2=O)CC1 (stereo not given)
5.1%[46 µM],COc1ccc(N2CCN(C(CNC(=O)c3c(F)cccc3F)c3ccc4c(c3)OCO4)CC2)cc1 (stereo not given)
-18.2%[46 µM],COc1cccc(/C=C(\C#N)C(=O)Nc2ccc(NC(C)=O)cc2)c1OC
3.3%[46 µM],CC1=C(c2ccc(C)cc2)S(=O)(=O)N(Cc2ccc(C(=O)NCc3ccccc3)cc2)C1=O
-4.0%[46 µM],CCc1nc2ccc(C(=O)N3CCN(c4ccccc4)CC3)cc2nc1CC

# A draw from above in order of SMILES length, low to high.
Lamin A splicing,molecule
u,COc1ccc(CCC(=O)NCc2ccc3c(c2)CCN3C(=O)c2ccccc2)cc1
-18.6%[46 µM],CCOC(=O)C1CCN(C(c2ccc(OCC)cc2)c2c(O)cc(C)n(CCOC)c2=O)CC1 (stereo not given)
3.3%[46 µM],CC1=C(c2ccc(C)cc2)S(=O)(=O)N(Cc2ccc(C(=O)NCc3ccccc3)cc2)C1=O

# The listing continues:
Lamin A splicing,molecule
-3.4%[46 µM],CCCCN(c1ccccc1)c1ncnc2c1cnn2-c1ccc(Cl)cc1
-6.8%[46 µM],CCOc1ccc(OCC(=O)NCCS(=O)(=O)N2CCN(c3ccc(OC)cc3)CC2)cc1
-7.3%[46 µM],COc1cc(-c2cc3n(C)c(C)c(CCC(=O)NC4CCC(C)CC4)c(=O)n3n2)cc(OC)c1OC (stereo not given)
u,CC1=C(c2ccc(C(C)C)cc2)S(=O)(=O)N=C1N1CCC(C(=O)NCCc2ccco2)CC1
-12.6%[46 µM],CCOc1cccc(CC(=O)N2CCc3c([nH]c4ccccc34)C2c2ccc(C)cc2)c1OCC (stereo not given)
4.5%[46 µM],CC(=O)Nc1ccc(NC(=O)CN(C)S(=O)(=O)c2ccc3c(c2)CCCC(=O)N3)cc1
12.1%[46 µM],COc1ccccc1C(=O)OCc1cc(=O)n2nc(C3CC3)sc2n1
-8.7%[46 µM],CN(C1CCCCC1)S(=O)(=O)c1ccc(F)c(C(=O)Nc2ccc(C(F)(F)F)cc2)c1

# The list goes on.
Lamin A splicing,molecule
u,COc1ccc(CCNC(=O)C(=O)NCC(c2ccco2)S(=O)(=O)c2ccc(F)cc2)cc1 (stereo not given)
-4.5%[46 µM],COc1ccc(C)cc1NC(=O)c1cc(S(=O)(=O)N2CCC(C)CC2)ccc1F
u,CCCC(=O)Nc1nnc(SCc2cc(=O)c3ccc(C)cc3[nH]2)s1
u,CC(=O)Nc1ccc(S(=O)(=O)NCC2CCC(C(=O)NCCN(CC(C)C)CC(C)C)CC2)cc1 (stereo not given)
-9.7%[46 µM],COc1cc2c(cc1OC)C(COc1cc(C)cc(C)c1)N(C(=O)c1ccc(S(=O)(=O)N3CCCC3)cc1)CC2 (stereo not given)
u,O=C(NCCc1ccc(Cl)cc1)c1ccc(CS(=O)(=O)c2ccc(Cl)cc2)o1
-6.5%[46 µM],Cc1ccc(C)c(CN2C(=O)c3ccccc3Sc3ccc(C(=O)NCc4cccs4)cc32)c1
-3.7%[46 µM],COc1ccccc1NC(=O)CSc1nc2ccccc2c(=O)n1CCC(=O)NC1CCCCC1

# (cont.)
Lamin A splicing,molecule
u,Fc1ccc(-c2noc3ncnc(NCC4CCN(Cc5ccc(Cl)cc5)CC4)c23)cc1
u,Cc1ccc(Cc2nc3ccccc3nc2SCC(=O)Nc2cccc(C(F)(F)F)c2)cc1
16.8%[46 µM],CCOc1ccc(CCNC(=O)CCN2N=C(c3ccc(OC)cc3)CCC2=O)cc1OCC
-15.2%[46 µM],COc1ccc(-c2cc3ccc(O)c(CN4CCOCC4)c3oc2=O)cc1
u,O=S1(=O)c2ccccc2N(Cc2ccccc2F)c2ccccc21
-8.0%[46 µM],CCOC(=O)c1c(C)oc2ncnc(Nc3cc(C)cc(C)c3)c12
-8.7%[46 µM],Cc1noc2ncnc(NCCc3ccccc3)c12
-17.5%[46 µM],COc1ccc(Cn2ccc3nc(C)c(C(=O)NCc4ccc(C)cc4)cc3c2=O)cc1
12.8%[46 µM],Cc1c(Cl)cccc1NC(=O)C(=O)NCCc1csc(-c2ccc(C(F)(F)F)cc2)n1
-1.3%[46 µM],Cc1csc2nc(COC(=O)c3ccccc3NC(=O)c3cccc(Br)c3)cc(=O)n12
u,Cc1cccc(NC(c2cccc(F)c2)c2ccc3ccc(C)nc3c2O)n1 (stereo not given)
